Assay outcomes (PubChem)
TEAD-YAP inh = TEAD-YAP interaction inhibition | actives 1.4% (n = 640,000) | inhibition, % at 9.12 µM | HEK-TIYL cells, TEAD-Gal4/YAP UAS-luciferase luminescence; in the data active = inhibition above about 32%;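 also: 0% = median of test compound wells and 100% = reference inhibitor wells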
MITF primary = inhibitors of human MITF. AlphaScreen MITF homodimerization, bead proximity signal. inhibition, % at 2.6 µM. actives 0.91% (n = 650,000); in the data active = inhibition above about 50%;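 also: 0% = vehicle wells with protein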
Target sequence (O75030 whole entry, looked up): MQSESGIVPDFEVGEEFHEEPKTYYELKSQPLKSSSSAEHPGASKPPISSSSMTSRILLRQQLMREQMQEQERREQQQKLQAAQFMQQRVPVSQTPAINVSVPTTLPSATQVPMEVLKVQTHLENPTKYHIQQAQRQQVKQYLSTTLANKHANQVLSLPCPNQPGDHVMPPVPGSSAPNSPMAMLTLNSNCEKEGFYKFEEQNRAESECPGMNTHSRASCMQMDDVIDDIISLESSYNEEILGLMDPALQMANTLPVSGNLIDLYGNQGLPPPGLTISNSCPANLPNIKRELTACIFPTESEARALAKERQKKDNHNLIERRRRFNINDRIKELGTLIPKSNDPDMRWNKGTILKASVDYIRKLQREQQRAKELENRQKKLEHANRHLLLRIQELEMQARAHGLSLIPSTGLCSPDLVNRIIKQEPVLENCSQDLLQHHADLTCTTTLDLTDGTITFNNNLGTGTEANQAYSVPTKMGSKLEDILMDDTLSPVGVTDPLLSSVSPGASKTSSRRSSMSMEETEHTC
FBW7 act = activators of human E3 ligase FBW7; normalized activity (activation), % at 26.1 µM; AlphaScreen FBW7–phospho-cyclin E peptide binding, activator screen; actives 0.13% (n = 650,000); Q969H0; in the data active = normalized activity above about 1.9%;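 also: purified mutant Fbw7 with reduced substrate affinity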
GPR151 activ = activates the human receptor GPR151; activation, % at 11.2 µM; Q8TDV0; PathHunter beta-arrestin GPR151 cells, luminescence; actives 1% (n = 650,000); in the data active = activation above about 4.9%;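 also: 0% = median of compound wells and 100% = cells with positive control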
Target sequence (Q8TDV0 whole entry, looked up): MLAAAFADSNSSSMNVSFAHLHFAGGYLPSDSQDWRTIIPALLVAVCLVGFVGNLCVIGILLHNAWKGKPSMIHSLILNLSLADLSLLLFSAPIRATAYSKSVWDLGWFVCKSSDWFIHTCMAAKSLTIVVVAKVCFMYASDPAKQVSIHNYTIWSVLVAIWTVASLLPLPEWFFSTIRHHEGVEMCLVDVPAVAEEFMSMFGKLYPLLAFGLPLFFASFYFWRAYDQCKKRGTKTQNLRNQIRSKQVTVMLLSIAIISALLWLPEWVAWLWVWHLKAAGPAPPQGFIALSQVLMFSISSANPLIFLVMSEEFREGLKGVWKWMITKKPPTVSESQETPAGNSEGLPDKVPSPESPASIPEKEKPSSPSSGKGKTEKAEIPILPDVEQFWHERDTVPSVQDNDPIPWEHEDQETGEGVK
* hit, by the source's call.

Start of the listing, in advance:
Structure	TEAD-YAP inh	MITF primary	FBW7 act	GPR151 activ
CN1CCN(S(=O)(=O)c2ccc(NS(=O)(=O)c3cccc([N+](=O)[O-])c3)cc2)CC1	-9.9	8.4	-0.1	-1.1
Cc1cc(C)cc(NC(=O)CN2CCN(CCN=CC3=C(O)CC(C)(C)CC3=O)CC2)c1	5.0	-11.9	0.1	0.8
CC(/C=N\NC(=O)c1ccc2c(c1)OCO2)c1ccccc1 (stereo not given)	-14.9	14.3	0.0	0.4
CC(C)n1c(Nc2cccnc2)nc2c(NCCCN3CCCC3=O)ncnc21	-6.8	15.5	0.2	1.4

The list itself, from the start:
Structure	TEAD-YAP inh	MITF primary	FBW7 act	GPR151 activ
CN1CCN(S(=O)(=O)c2ccc(NS(=O)(=O)c3cccc([N+](=O)[O-])c3)cc2)CC1	-9.9	8.4	-0.1	-1.1
Cc1cc(C)cc(NC(=O)CN2CCN(CCN=CC3=C(O)CC(C)(C)CC3=O)CC2)c1	5.0	-11.9	0.1	0.8
CC(/C=N\NC(=O)c1ccc2c(c1)OCO2)c1ccccc1 (stereo not given)	-14.9	14.3	0.0	0.4
CC(C)n1c(Nc2cccnc2)nc2c(NCCCN3CCCC3=O)ncnc21	-6.8	15.5	0.2	1.4
O=C(NC1CCCCC1)c1cc(-c2ccc(Cl)s2)nc2ccccc12	3.9	5.6	0.0	0.0
COC(=O)[C@@H]1CN(C(=O)c2cccc3nccnc23)C[C@H]1c1ccc(OC)cc1	0.5	13.1	0.3	0.0
COc1ccc(OC)c(C(=O)Cn2c3ccccc3n3nc(C)nc23)c1	-5.6	5.2	0.1	0.0
CC(C)N(C)Cc1nnnn1CC(=O)N1CCCCC1c1ccc(F)cc1 (stereo not given)	4.6	-12.3	0.0	-0.8
CCSCCOC(=O)C1=C(C)NC(=O)CC1c1ccccc1C (stereo not given)	8.4	-11.9	-0.1	-0.1
COC(=O)C(C)N1C(=O)S/C(=C/c2cc(C)n(-c3ccc(F)cc3)c2C)C1=O (stereo not given)	-10.1	4.8	-0.1	2.0
O=C1NC(c2cccc3ccccc23)Nc2sc3c(c21)CCCC3 (stereo not given)	8.8	1.2	-0.3	0.5
COc1ccc(N(C(C)C(=O)Nc2ccc(C(F)(F)F)cc2)S(C)(=O)=O)cc1 (stereo not given)	0.8	1.0	-0.1	2.6
CN(C)Cc1c(O)ccc2ccccc12	-4.2	-4.7	0.0	0.3
N#C/C(=C/c1cn(CC(=O)O)c2ccccc12)C(=O)Nc1ccc(Cl)cc1	10.9	3.3	0.3	8.5*
O=C1/C(=C\c2cccnc2)SC(=S)N1c1ccc(F)cc1	-3.7	-4.1	-0.1	1.8
O=C(NS(=O)(=O)c1ccc(Cl)cc1)c1cccc2ccccc12	0.4	4.0	0.0	-0.8
C/C(=N/NC(=O)c1cncc(Br)c1)c1ccccc1O	11.9	17.7	-0.1	0.3
O=C(CCCN1C(=O)c2cccc3cccc(c23)C1=O)NC1CCCCC1	-2.2	13.0	0.2	-0.1
CCOc1ccc(C2C(=O)N(C3CCCCCC3)CC(=O)N2Cc2ccc3c(c2)OCO3)cc1OC (stereo not given)	5.5	6.8	-0.1	3.7
COc1cc(C(=O)Nc2nn3c(-c4cccs4)nnc3s2)cc(OC)c1OC	1.9	3.5	-0.1	1.2
O=C(N/N=C\c1cccc([N+](=O)[O-])c1)c1ccc2ccccc2n1	-5.5	-2.5	0.0	1.1
NC(=O)N/N=C1/CCC(C(=O)O)(c2ccccc2)C1 (stereo not given)	-2.0	12.5	0.6	1.1
O=C(CCCOc1ccc(Cl)cc1Cl)Nc1cc([N+](=O)[O-])ccc1F	2.7	3.7	0.5	-0.8
CCOc1nn(CC)cc1C(=O)Nc1ccc(F)c(F)c1	-7.3	2.2	0.0	1.4
CC(C)CC(c1nnnn1Cc1ccco1)N1CCN(C2CCCCC2)CC1 (stereo not given)	-0.7	-4.7	0.0	1.6
O=C(O)c1ccc2c(=O)n(CCC3=CCCCC3)c(=S)[nH]c2c1	7.5	-5.4	0.1	1.2
COC(=O)c1ccc2c(c1)N(Cc1cccc(F)c1)C(=O)CS2(=O)=O	-3.3	-6.1	0.0	-0.9
CCCCNC(=O)CSc1ncnc2sc3c(c12)CCC3	4.7	-6.2	0.1	0.1
COC(=O)COc1ccc(C=C2C(=O)NC(=S)NC2=O)cc1Br	7.5	2.2	-0.1	1.5
COC(C(=O)N1CCc2nnc(CNC(=O)C3CCOC3)n2CC1)c1ccccc1 (stereo not given)	5.3	1.6	-0.1	-0.7

The list goes on:
Structure	TEAD-YAP inh	MITF primary	FBW7 act	GPR151 activ
Cc1ccc2c(c1)SC(C)C(=O)N2Cc1ccccn1 (stereo not given)	1.7	10.6	0.3	1.2
CC1(C)O[C@H]2[C@@H](O1)[C@@H](C(=O)Nc1cccc(C(F)(F)F)c1)O[C@@H]1OC(C)(C)O[C@@H]12	-5.0	-0.7	0.0	-0.3
CN1CCN(C(=S)Nc2ccc(F)cc2)CC1	-4.5	5.7	0.1	-1.1
COc1ccc(CN2CCN(C3CCCC3)CC2)c(OC)c1	-6.4	65.8*	-0.2	-1.0
Cc1cccc(NC(=O)CCC2CCN(C(=O)CCN3CCCC3=O)CC2)c1	-3.4	-3.4	-0.1	3.0
CC1(C)CC(OC(=O)c2ccccc2)CC(C)(C)N1OC(=O)CCCN1C(=O)c2ccccc2C1=O	1.3	-14.9	0.2	0.8
O=C(NC1CCOCC1)C1CC(Cc2ccccc2)=NO1 (stereo not given)	-1.5	-5.0	0.0	2.2
COc1ccc(C2Oc3ccccc3C3CC(c4ccncc4)=NN32)cc1 (stereo not given)	-12.0	7.0	-0.2	-0.2
COc1ccc2nc(N=C(NC(C)=O)NC(C)=O)nc(C)c2c1	-81.3	13.6	0.1	-0.9
CC(C)c1ccc(NC(=O)C2C3C=CC4(O3)C2C(=O)N(CCc2ccc(Cl)cc2)C4C(=O)NC2CCCCC2C)cc1 (stereo not given)	3.3	8.2	0.1	-0.4
COc1ccc(Cl)cc1C(=O)NNC(=O)COc1ccc(C#N)cc1	5.1	6.8	0.1	1.3
CCCNc1ccnc(Nc2ccc(-n3ccnc3)cc2)n1	-25.8	-5.7	0.0	0.5
O=C(NCc1nc(-c2ccncc2)n[nH]1)c1ccsc1	1.9	10.7	-0.1	-0.8
CCN(CC)C(=O)Nc1ccccc1C	-10.8	7.2	0.0	-1.3
Cc1c(C(=O)NCc2cccs2)oc2ccccc12	-16.3	-2.3	0.0	-1.4
O=C(COc1ccc(F)cc1F)N1CCc2ccccc21	-31.4	19.9	-0.1	0.0
Cc1ccc(NC(=O)CS/C(NC(=O)c2ccccc2)=C(\C#N)C(CC(=O)c2ccccc2)c2ccccc2Cl)c(C)c1 (stereo not given)	17.7	8.3	0.0	-0.7
CCOC(=O)N1CCN(C(=O)CCN2C(=O)c3cccc4cccc(c34)C2=O)CC1	-11.8	-9.3	-0.1	0.5
COc1cccc(N2CC(=O)N(c3cccc(OC)c3)CC2=O)c1	-3.9	4.5	0.1	0.6
Cc1nc2ccccc2c(=O)n1-c1ccc(Cl)c(NC(=O)CC(C)(C)C)c1	0.8	10.3	0.0	4.6
CCCCN(CCCC)S(=O)(=O)c1ccc(OCC)cc1	7.5	-0.9	0.8	1.2
COc1ccc(C2C3=C(CCCC3=O)Nc3n[nH]c(C)c32)cc1OC (stereo not given)	-61.2	-0.2	-0.1	-0.6
Oc1c(C(Nc2ncccn2)c2ccco2)ccc2cccnc12 (stereo not given)	-5.4	8.2	-0.5	-0.2
COc1ccc(N2CC(NC(=O)NC(c3ccccc3)c3ccccc3)CC2=O)cc1OC (stereo not given)	11.2	11.8	0.7	2.7
CC(C)CN1C(=O)c2ccccc2C(C(=O)Nc2ccccn2)C1c1cccs1 (stereo not given)	8.5	-5.0	-0.1	-1.0
O=C(c1ccccc1)C1(c2ccccc2)COCO1 (stereo not given)	2.5	6.5	0.0	0.1
COc1ccccc1-n1c(CNC(=O)c2cccs2)nnc1SCC(=O)N1N=C(c2cccs2)CC1c1ccc(F)cc1 (stereo not given)	0.0	-8.8	0.0	0.5
COc1ccc(N2C(=O)C3CCCN3C2c2ccc(C)cc2)cc1 (stereo not given)	-1.1	-20.4	0.2	1.4
CCOC(=O)C1=C(C)N=c2s/c(=C\c3ccc(C)c(OC)c3)c(=O)n2C1c1ccccc1OC(C)C (stereo not given)	-1.5	4.7	0.2	0.8
CCC(C)NC(=O)Cc1c(C)nc2c(-c3ccc(F)cc3)c(C)nn2c1C (stereo not given)	-4.3	13.7	-0.2	0.7

Only FBW7 act and GPR151 activ (3 entries from above):
Structure | FBW7 act | GPR151 activ
CCOc1ccc(C2C(=O)N(C3CCCCCC3)CC(=O)N2Cc2ccc3c(c2)OCO3)cc1OC (stereo not given) | -0.1 | 3.7
COc1cc(C(=O)Nc2nn3c(-c4cccs4)nnc3s2)cc(OC)c1OC | -0.1 | 1.2
O=C(N/N=C\c1cccc([N+](=O)[O-])c1)c1ccc2ccccc2n1 | 0.0 | 1.1

Other compounds
Structure	TEAD-YAP inh	MITF primary	FBW7 act	GPR151 activ
COc1ccc2c(c1)C(=O)NC2CC(=O)NCC1CC1 (stereo not given)	-0.3	-2.9	0.0	-1.8
Cc1nn(-c2ccccc2)c(N2CCCC2)c1/C=N/NC(=O)C(N)=O	-1.6	4.0	0.0	0.0
CC1=C(C(=O)OC(C)C)C(c2ccc(F)cc2)C(C#N)=C(N)O1 (stereo not given)	2.4	5.8	-0.1	0.2
Cc1ccc2nc(-c3ccc(NC(=O)c4ccc([N+](=O)[O-])cc4Cl)cc3)sc2c1	4.7	8.0	0.4	1.2
O=C1NCCN(Cc2ccc(F)cc2Cl)C1CC(=O)N(CCO)Cc1ccccc1 (stereo not given)	2.3	8.7	0.1	0.9
Cc1ccc(S(=O)(=O)Nc2ccccc2C(=O)NCc2ccc3c(c2)OCO3)cc1	-7.4	-1.6	0.1	1.4
O=[N+]([O-])c1ccc(/C=N/Nc2cc(N3CCOCC3)nc(N3CCOCC3)n2)o1	5.2	-2.0	-0.4	-0.6
CCOC(=O)c1ccc(-n2c(C)cc(/C=c3\sc4nc5ccccc5n4c3=O)c2C)cc1	9.2	-2.4	0.1	0.2
Nc1nonc1C(=NCCNc1ccc([N+](=O)[O-])cc1)NO	13.1	-2.2	-0.1	0.1
Cc1ccc(-c2cc(C(=O)N3CCCCC3c3cccnc3)cc(-n3cnnn3)c2)s1 (stereo not given)	0.7	-3.8	-0.1	-0.8
CN1C(=O)C(C)(C)c2cc(S(=O)(=O)NC3CCCc4ccccc43)ccc21 (stereo not given)	6.1	2.3	0.0	2.3
CN1/C(=C\C=C(C#N)C#N)C(C)(C)c2ccccc21	5.8	1.3	0.0	0.4
CC(C)(C)n1nc2c(c1NC(=O)Cc1ccc(F)cc1)CSC2	-2.2	4.4	-0.1	0.7
CCOc1ccc(C2CC(=O)NC(SCC(=O)Nc3ccc(Br)cc3)=C2C#N)cc1 (stereo not given)	6.4	-4.0	-0.2	-0.2
Cc1ccc(C(=O)Oc2cccc(N3C(=O)c4ccccc4C3=O)c2)cc1S(=O)(=O)N1CCC(C)CC1	7.1	8.5	0.1	0.1
COc1cccc(C(=O)NCCS(=O)(=O)NCCCOC(C)C)c1	4.9	-1.0	-0.1	1.3
COc1ccc(NCC(=O)NNC(=O)CCOc2ccccc2OC)cc1	4.2	10.7	-0.2	1.3
N#C/C(=N\Nc1ccc([N+](=O)[O-])cc1)C(=N)N1CCCCCC1	-64.2	25.6	0.1	-1.1
COc1ccc(Br)cc1S(=O)(=O)n1cnc2cc([N+](=O)[O-])ccc21	-0.3	7.5	-0.1	4.2
O=C(NC1CC1)c1ccc(-c2nc(Nc3ccccc3)c3ncn(-c4ccsc4)c3n2)cc1	23.0	13.2	25.2*	1.3
O=C(CCCCCn1c(=O)[nH]c2ccsc2c1=O)NCc1cccs1	5.0	-5.9	0.1	1.4
O=C(COc1ccc(F)cc1)Nc1nn2c(-c3ccccc3)nnc2s1	-0.2	6.3	-0.1	-1.6
COc1ccccc1N1C[C@@H]2C[C@@H](c3nccn3-c3cccc(C)c3)N3CCC[C@@]23C1=O	16.7	10.2	-0.1	0.4
c1ccc(-n2nnnc2SCCN2CCOCC2)cc1	9.0	2.4	0.2	0.0
CCNC(=O)c1c(-c2c(Cl)cccc2Cl)noc1C	-3.2	-17.5	0.2	-1.6
COc1cccc(C2C(C(=O)Nc3ccccc3)=C(C)N=c3s/c(=C\c4ccc(N(C)C)cc4)c(=O)n32)c1 (stereo not given)	-7.0	2.2	0.0	1.8
COc1cccc(O)c1O	43.3*	89.5*	-0.3	-1.7
CCOC(=O)C(=CNC(N)=O)C(=O)OCC	-8.2	2.9	0.0	0.4
Nc1c(C=C2C=CC(=O)C=C2)c(=O)nc2sc(N3CCCCC3)nn12	-7.7	-2.4	-0.1	-1.5
CCOC(=O)c1cc2c(=O)n3ccccc3nc2n(CC(C)C)c1=NC(=O)c1cccs1	0.3	4.7	0.0	-1.2
